rCAG RNA binder: r(CAG) repeat RNA binding. TO-PRO-1 dye displacement fluorescence. inhibition, % at 3 µM. 370,000 tested, 1.3% active;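 active means inhibition above the plate cutoff, the mean of all test compounds on that plate plus 3 SD, cut at about 35% in these data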;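 further: 0% = DMSO alone and 100% = 100 µM mitoxantrone as full dye displacement; higher means more dye released from RNA so lower well fluorescence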
TCR-CD3 inh: human TCR-CD3 binding inhibition | TAMRA-labeled TCR probe fluorescence, biochemical | AID 651800 | inhibition, % at 9.4 µM | 360,000 tested, 0.37% active; in the data active means inhibition above about 19%;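 further: recombinant mutant TCR 2C K166C tagged with TAMRA read by polarization; 0% = receptor in buffer alone and 100% = receptor with positive control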
LEDGF integ inh: blocks HIV-1 LEDGF/p75-dependent DNA integration | TR-FRET IN-LEDGF/p75 DNA integration, Eu/Cy5 | inhibition, % at 3.7 µM | 370,000 tested, 0.64% active;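 active means inhibition above the screen-wide mean plus 3 SD, cut at about 13% in these data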;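 further: signal is the Cy5 over europium emission ratio at 671 and 618 nm; 0% = plate median of compound wells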
TDP2 absorb: blocks human TDP2 phosphodiesterase activity; recombinant TDP2, T5PNP hydrolysis, p-nitrophenol absorbance 415 nm; AID 720702; inhibition, % at 12.8 µM; O95551; 370,000 tested, 0.34% active;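 active means inhibition above the mean of all tested compounds plus 3 SD, set per campaign, cut at about 25% in these data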;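 further: 0% = DMSO with enzyme and 100% = buffer with substrate but no TDP2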
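Material: recombinant human TDP2; quantity: TDP2 enzyme at 120 nM final; medium: Tris-HCl pH 7.5 with MgCl2; compound: single concentration, 12.8 µM nominal, with 1% DMSO; incubation: 2 h enzyme incubation at 37 °C; signal: epi absorbance; measure: percent inhibition; benchmarks: high control without enzyme, low control DMSO plus TDP2; repeats: singlicate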
SIAE primary: human SIAE inhibition, primary screen | Q9HAT2 | SIAE FP-Rh probe binding, fluorescence polarization | inhibition, % at 9.66 µM | 370,000 tested, 0.69% active;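 active means inhibition above a cutoff: mean of compounds within the control limits plus 3 SD of those, cut at about 17% in these data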;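 further: 0% = plate median of compound wells and 100% = probe without SIAE protein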
HTRA1 inh: blocks human HTRA1 serine peptidase; Q92743; recombinant HTRA1, FP-rhodamine activity-based probe, fluorescence polarization; inhibition, % at 5.96 µM; 340,000 tested, 0.5% active; in the data active means inhibition above about 36%;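 further: 0% = enzyme with DMSO and 100% = wells lacking enzyme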
mABHD4 FP: inhibits mouse alpha/beta hydrolase domain 4; AID 720543; inhibition, % at 8.92 µM; Q8VD66; 370,000 tested, 0.54% active; purified mABHD4, FP-Rh probe fluorescence polarization;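 active means inhibition exceeding the mean over every tested compound plus 3 SD, cut at about 30% in these data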;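 further: 0% = plate median of compound wells and 100% = S159A mutant with DMSO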
Target sequence (Q8VD66 whole entry, looked up, the tested form may be a part): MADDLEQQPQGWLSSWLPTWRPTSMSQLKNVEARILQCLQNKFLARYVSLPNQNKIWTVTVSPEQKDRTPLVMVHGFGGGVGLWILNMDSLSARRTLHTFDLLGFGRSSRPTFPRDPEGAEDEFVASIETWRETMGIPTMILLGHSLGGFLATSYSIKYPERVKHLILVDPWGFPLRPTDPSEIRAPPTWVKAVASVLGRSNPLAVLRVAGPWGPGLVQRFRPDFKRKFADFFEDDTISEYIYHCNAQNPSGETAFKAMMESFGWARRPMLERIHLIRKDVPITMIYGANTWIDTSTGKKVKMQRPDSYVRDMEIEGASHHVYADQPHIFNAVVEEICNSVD
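system = mouse ABHD4 enzyme, wild type | medium = HEPES pH 7.0, NaCl, Pluronic buffer | also added = FP-Rh probe | incubation = Enzyme–compound pre-incubation 45 min, then probe 60 min, both 25 °C | technique = fluorescence polarization, excitation 525 nm, emission 598 nm, BODIPY TMR filters | controls = S159A mutant high control, sample median low control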
NPR2 activator: GC-B (human) receptor activation. P20594. HEK293-GC-B cells, CNP EC30, cGMP TR-FRET; 0% at EC30 CNP, 100% saturating CNP. activation, % at 10 µM. AID 1920062. 370,000 tested, 0.11% active;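 active means activation at 10 µM reaching about 35% in either raw or pattern-adjusted values, limit read from the data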
MBD2 DNA inh: inhibitors of human MBD2 binding to methylated oligonucleotide; TR-FRET; inhibition, % at 4.4 µM; 370,000 tested, 0.31% active; AID 686964; in the data active means inhibition above about 13%
Target sequence (Q9UBB5 whole entry, looked up): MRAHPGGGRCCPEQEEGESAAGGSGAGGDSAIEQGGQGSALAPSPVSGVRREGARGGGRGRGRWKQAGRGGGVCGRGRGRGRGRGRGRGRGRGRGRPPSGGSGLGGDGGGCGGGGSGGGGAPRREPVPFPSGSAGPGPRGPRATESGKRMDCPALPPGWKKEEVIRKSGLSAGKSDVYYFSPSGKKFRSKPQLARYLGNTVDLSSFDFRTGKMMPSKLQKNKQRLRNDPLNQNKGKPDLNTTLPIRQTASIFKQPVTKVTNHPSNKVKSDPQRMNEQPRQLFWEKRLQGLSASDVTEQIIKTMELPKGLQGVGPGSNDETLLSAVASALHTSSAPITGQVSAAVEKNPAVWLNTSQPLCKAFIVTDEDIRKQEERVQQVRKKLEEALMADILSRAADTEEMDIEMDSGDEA
PRMT1 FP inh: PRMT1 (human) inhibition, primary screen | recombinant PRMT1, activity-based probe fluorescence polarization | 370,000 tested, 1.3% active | inhibition, % at 2.79 µM | AID 652257;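 active means inhibition above about 21% made by adding two undisclosed values, limit read from the data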
An asterisk follows results filed as active; . = not tested or not shown. Some of the compounds tested; count on the stated rates, not on these rows.

SMILES,rCAG RNA binder,TCR-CD3 inh,LEDGF integ inh,TDP2 absorb,SIAE primary,HTRA1 inh,mABHD4 FP,NPR2 activator,MBD2 DNA inh,PRMT1 FP inh
Cc1cc(NS(=O)(=O)c2ccc(NC(=O)CSc3nnc(-c4ccncc4)n3Cc3ccco3)cc2)nc(C)n1,17,.,36*,-2,-6,.,0,-3,6,33*
Cc1ccc(C(=O)/C=C/C(=O)O)cc1,1,0,2,-8,0,5,9,-1,2,40*
CC(=O)Nc1cccc(N=NN2CCCCC2)c1,0,0,-6,5,6,-1,0,-2,1,2
O=C(N/N=C/c1ccc(OCC(=O)N2CCCCC2)cc1)c1ccccc1,-3,2,3,16,11,-3,1,4,-4,-4
C=C(C)Cn1c(-c2ccncc2)n[nH]c1=S,-1,-3,-3,-14,-4,-3,-1,0,1,2
COc1ccc(CC(=O)N2CCCC(C)C2)cc1 (stereo not given),0,4,-4,1,2,-4,-2,1,-3,3
CCOc1ccc(CCNC(=O)C2(c3ccccc3)CC2)cc1OCC,-12,0,0,-3,-1,2,-1,-1,0,0
CCOc1ccc(-c2c[n+](=O)c3c(n2[O-])CCCC3)c(OCC)c1,-3,5,2,-4,-2,3,6,0,-2,0
Cc1c(Cl)cccc1NC(=O)CNC(=O)c1ccc2c(c1)OCCO2,0,1,-1,2,5,-5,9,5,7,19
CC1=C(C(=O)N(C)C)CC(CC(=O)NC2CCCC2)C(=O)N1CCC1=CCCCC1 (stereo not given),0,0,3,-3,5,7,5,1,-5,-6
CCN1CCN(C(=O)c2oc(=O)c3ccccc3c2-c2ccc(C)cc2)CC1,1,2,-1,-4,3,-1,3,0,3,6
Cc1cc(C)c(N=C2C(=O)Nc3ccccc32)c(C)c1,1,1,4,-4,-7,5,2,-7,-12,-3
O=C(COC(=O)c1cncc(Br)c1)NC12CC3CC(CC(C3)C1)C2,2,5,4,2,-7,.,5,0,2,-1
O=c1ccc2cc(S(=O)(=O)N3CCN(c4ccc(Cl)cc4)CC3)ccc2o1,-1,0,0,16,2,3,-1,-3,9,6
O=C(N/C(=C\c1ccc([N+](=O)[O-])cc1)C(=O)N1CCCCC1)c1ccccc1,-7,1,3,9,0,0,2,-2,1,-1
COc1ccc(NC(=O)N(C)C[C@H]2OCCCC[C@H](C)Oc3ccc(NC(=O)Nc4ccc5c(c4)OCO5)cc3C(=O)N([C@@H](C)CO)C[C@@H]2C)cc1,17,1,2,-3,23*,9,11,12,-5,0
CC(C(=O)Nc1ccc(N(C)C)cc1)N1C(=O)c2ccccc2S1(=O)=O (stereo not given),-1,1,1,6,9,10,2,-4,3,1
Cc1ccc(N2CC(C(=O)OCc3ccccc3F)CC2=O)cc1 (stereo not given),-6,3,3,-6,4,3,0,0,-3,0
CCCCNC(=O)C[C@H]1C[C@@]2(C(=O)OC)C(=C[C@H](C(C)C)O[C@@H]2C2CC2)N(CCC2=CCCCC2)C1=O,-3,.,2,-14,1,.,-4,2,-3,-5
O=C(N/C(=C\c1ccco1)C(=O)N1CCOCC1)c1ccccc1Cl,3,-5,-3,-21,-2,7,0,0,3,29*
O=C(NCCN1CCOCC1)/C(=C/c1ccco1)NC(=O)c1ccccc1,1,14,-1,-1,4,3,3,-1,-9,-1
Cc1ccc(S(=O)(=O)NCCc2nnc3ccc(N4CCOCC4)nn23)cc1,3,0,5,-3,-1,10,-1,4,4,-2
CCOC(=O)CC(NC(=O)c1cc2cc(Br)ccc2oc1=O)c1cccc([N+](=O)[O-])c1 (stereo not given),7,4,-1,-8,0,5,-3,1,-2,-2
CC1CCCCN1C(=O)c1ccc(S(=O)(=O)N2CCCCC2C)cc1 (stereo not given),-6,4,2,9,-7,-3,-2,4,3,4
CC(C)C12CN3CC(C(C)C)(CN(C1)C3c1ccccc1)C2O (stereo not given),-3,6,-2,-8,-3,-1,-4,-5,1,-1
COC(=O)c1ccc(CSc2ncnc3sc(C)c(C)c23)o1,8,-1,3,-7,-3,-3,5,1,1,11
O=C(NCc1ccccc1)C1CCN(S(=O)(=O)c2cccc3cccnc23)CC1,2,14,3,-5,3,-3,-4,-5,-5,-2
O=C(O)c1cccc2c1Oc1ccccc1S2(=O)=O,3,-10,2,-6,-1,9,-6,3,0,-1
CC1CCN(CCc2nc3cc(NC(=O)COc4ccccc4)ccc3n2C)CC1,-6,-7,-3,4,-4,-1,2,-1,12,2
CCCCCCCCN1C(=O)[C@H](CC(=O)NCc2ccc(C)o2)C[C@@]2(C(=O)OC)CCCCC=C12,5,0,3,-4,-8,.,-4,4,1,11
CCOC(=O)c1c(-c2ccc(OC)cc2)csc1/N=C/C1=C(O)CCCC1=O,4,-24,-2,-3,-26,-12,-45,5,3,-3
COc1ccc(NS(=O)(=O)c2ccc(N/N=C/c3ccc(N4CCOCC4)cc3)c([N+](=O)[O-])c2)cc1,9,4,3,-19,-3,7,-11,2,3,-3
CN(C)c1ncnc(N(C)C)c1[N+](=O)[O-],-1,9,-2,-9,-1,1,-5,4,4,-1
COc1cc(OC)c2ccc(=O)oc2c1C(CC(=O)N1CCN(c2ccccc2)CC1)c1ccc2c(c1)OCO2 (stereo not given),7,4,1,0,-2,-8,6,-12,-8,0
O=C(Cn1ccc(C(F)(F)F)n1)N=Nc1c(O)[nH]c2ccccc12,-1,7,2,-1,-1,-11,0,-4,-6,-4
COc1ccc(S(=O)(=O)NCC2CCCN(Cc3ccc(O)cc3)C2)cc1 (stereo not given),-3,-5,-1,2,-1,3,-6,0,-4,-7
COc1ccc(NC(=O)Nc2c[nH]c(=O)[nH]c2=O)cc1,0,-1,3,3,1,-3,-2,1,2,-3
CCc1ccc(NC(=O)c2cc(C)no2)cc1,-2,-3,4,6,-1,-3,-5,6,-5,-7
O=C(CN1CCN(c2ccc(O)cc2)CC1)Nc1ccccc1C(=O)NCCc1ccccc1,11,-6,-1,3,10,27,32*,8,-1,18
CC1(C)CNC(=O)c2sc(N3CCOCC3)nc2C1,-2,-1,-1,6,3,5,11,3,4,1
CC(=O)Nc1ccc(OC(=O)c2ccc(Cl)cc2)cc1,0,-8,4,-3,-2,5,-9,-3,4,-1
O=C(CN1CCCCC1)Nc1nnc(-c2ccc([N+](=O)[O-])cc2)s1,14,7,-1,2,-2,1,8,-1,-2,2
CCC(C)Sc1nnc(-c2c[nH]c3ccccc23)n1CCOC (stereo not given),-6,6,-2,-3,-2,5,3,-2,-4,-1
O=C(N/C(=C\c1ccc(-c2ccccc2)o1)C(=O)N1CCOCC1)c1ccccc1,-3,1,1,3,-7,-1,3,6,0,0
CC1(C)NC(=O)N(CN2C(=O)NC(C)(C)C2=O)C1=O,0,5,3,-7,-3,2,-1,7,4,-1
COc1ccc(C(=O)NNC(=O)c2cc3cc(OC)ccc3oc2=O)cc1,7,8,6,-10,6,1,-4,-1,5,-4
COc1ccccc1N(C(C)=O)c1nc(C)cc(C)c1C#N,-5,-2,4,-3,4,2,-5,0,5,0
c1ccc(CNc2nc(-c3cccnc3)nc3ccccc23)cc1,-3,-2,0,2,-7,-47,-7,34,-8,4
COc1cc(C(=O)N[C@H](C(=O)NC2CCCc3ccccc32)C(C)C)cc(OC)c1OC (stereo not given in full),-1,-9,2,-4,-1,-5,-5,-2,-1,-2
O=C(NNC(=O)c1ccccc1Cl)c1ccc(-n2cncn2)c([N+](=O)[O-])c1,5,-3,3,-15,-1,7,-4,-4,-5,-6
O=C(Nc1cccc2ccccc12)c1ccc([N+](=O)[O-])cc1,1,-8,-4,24,-4,-5,0,8,1,1
O=[N+]([O-])c1cccc(/C=N/N=C\c2ccccc2)c1,-1,-3,-1,-1,-4,-1,-4,-6,4,5
COc1cccc(-c2csc(NC(C)=O)n2)c1,1,3,2,-4,-4,-4,2,-2,3,0
CC(C)(C)NC(=O)C(c1ccco1)N(C(=O)c1ccc(CN2CCOCC2)o1)c1ccccc1 (stereo not given),-1,0,2,7,2,1,-3,2,-2,-1
CCOc1ccc(NC(=O)C(C)Oc2ccccc2C(=O)Nc2cccc(Cl)c2Cl)cc1 (stereo not given),1,-1,0,2,0,-10,-4,6,0,-1
COc1ccccc1-n1cnc2cc(C(=O)NC3CCCC3)ccc21,-5,0,-2,0,-2,-3,-4,1,1,-1

Single records, as listed above. Order of values: rCAG RNA binder | TCR-CD3 inh | LEDGF integ inh | TDP2 absorb | SIAE primary | HTRA1 inh | mABHD4 FP | NPR2 activator | MBD2 DNA inh | PRMT1 FP inh
Entry for `O=[N+]([O-])c1cccc(/C=N/N=C\c2ccccc2)c1` : -1 | -3 | -1 | -1 | -4 | -1 | -4 | -6 | 4 | 5
Entry for `COc1cc(C(=O)N[C@H](C(=O)NC2CCCc3ccccc32)C(C)C)cc(OC)c1OC` (stereo not given in full) : -1 | -9 | 2 | -4 | -1 | -5 | -5 | -2 | -1 | -2

Additional results.
SMILES,rCAG RNA binder,TCR-CD3 inh,LEDGF integ inh,TDP2 absorb,SIAE primary,HTRA1 inh,mABHD4 FP,NPR2 activator,MBD2 DNA inh,PRMT1 FP inh
CCCCCn1nnc2c(=O)oc3ccccc3c21,0,5,-1,-3,7,3,5,0,-4,-3
O=S(=O)(NC(=S)c1ccccc1)c1ccc(F)cc1,0,0,-1,13,1,0,-4,0,2,-1
COc1ccc2cnnc(SCC(=O)Nc3ccc(C(=O)O)cc3)c2c1OC,13,-1,2,6,-4,-1,-9,1,0,4
CC(=O)COc1ccc2oc(=O)cc(-c3cc4ccccc4o3)c2c1,22,1,1,-17,-15,-49,-5,-6,4,-3
CCC(C)NC(=O)C1CCC(=O)N1CCc1ccccc1 (stereo not given),-2,-3,-4,-18,-5,6,1,-1,1,0
Nc1ncnc2c1CCC2,4,-5,0,-9,-1,2,-4,-6,-4,-2
CCCCNC(=S)Nc1ccc2cn[nH]c2c1,-1,-3,2,4,1,8,10,1,-5,2
COC(=O)C1(C)NC(c2ccc(O)cc2)C2C(=O)N(c3ccc(C)cc3)C(=O)C21 (stereo not given),5,8,5,-24,-8,-4,-5,0,3,1
O=C(C[C@H]1C/C=C/CC[C@@H](Cc2ccc(F)cc2)C(=O)OC[C@H](c2ccccc2)NC1=O)NCCO,-7,6,1,-4,-2,-5,-3,1,-5,-1
CCn1cc(C2=NOC(C(=O)O)C2)c(C)n1 (stereo not given),-2,3,4,-3,-4,5,0,0,-5,-3
O=C(COC(=O)c1cc(Br)ccc1O)NCCC1=CCCCC1,2,-1,2,-6,12,-4,3,3,4,-7
Cc1ccc(NC2=NCCC2)cc1Cl,1,5,3,12,8,-5,2,3,-4,-4
CCOC(=O)c1c(COC(=O)c2ccco2)nc2ccccc2[n+]1[O-],3,13,-2,2,-2,3,2,1,3,-2
Cc1noc(C)c1CSc1nc2ccccc2c(=O)n1-c1ccccc1,-3,-4,-2,-3,-4,-15,-4,-2,4,4
CCOc1ccc(NC(=S)NNC(=O)c2cc(Br)ccc2Cl)cc1,38*,-4,3,-2,7,-1,4,1,-5,-3

Assay outcomes: PubChem, several laboratories
